Apoferritin bind = qHTS Assay for Identification of Novel General Anesthetics | Ferritin light chain (Equus caballus), P02791 | Potency, µM (highest dose often 77.5 µM), for inactives: top-dose activity change, negative = displacement, usual class: inhibitors | apoferritin/1-aminoanthracene competitive binding, fluorescence | AID 485281, 2010 | 0.074% of 350,000 active; note: potency is the fitted concentration of half-maximal effect; % is set by controls: 0 for no effect and ±100 for the full control effect; nearly all actives have a fitted effect of over 20% in size
Target sequence (P02791 2-175 limits assumed): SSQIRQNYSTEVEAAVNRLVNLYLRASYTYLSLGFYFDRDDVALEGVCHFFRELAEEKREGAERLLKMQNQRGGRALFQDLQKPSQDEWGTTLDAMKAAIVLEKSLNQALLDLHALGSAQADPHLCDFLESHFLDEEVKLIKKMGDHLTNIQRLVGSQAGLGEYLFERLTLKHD
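10 uM apoferritin + 50% sat. 1-AMA, PBS; cpd 10 min RT; Ex380/Em535 endpoint; normalized to free probe vs complex; 4-param Hill fit; propofol titration as pos. ctrl.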
POLB inh = qHTS Assay for Inhibitors of DNA Polymerase Beta | P06746 | 1.3% of 340,000 active | AID 485314, 2010 | Pol beta primer extension/strand displacement, fluorescence kinetic | Potency, µM (titrated, usually from 114 µM), inactives show top-dose activity change, negative = inhibition, most hits filed as inhibitors; note: potency is the fitted concentration of half-maximal effect; % is set by controls: 0 for no effect and ±100 for the full control effect
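Enzyme-only controls used 10 nM Pol beta; buffer lacking enzyme served as negative control. Compound preincubated 15 min, then 50 nM substrate added; 0 and 10 min reads at room temperature.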
12-LOX inh = Primary qHTS assay for inhibitors of human arachidonate 12S-lipoxygenase (ALOX12): Round 2. purified 12hLO, xylenol orange hydroperoxide absorbance. Potency, µM (top dose mostly 108 µM), without a hit: at the top dose activity change, negative = inhibition, actives largely listed as inhibitors. 1.1% of 580,000 active; note: potency is the fitted concentration of half-maximal effect; % is set by controls: 0 for no effect and ±100 for the full control effect
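Purified human 12hLO (150 nM final) in 25 mM Hepes, 0.01% Triton X-100, pH 7.0 was preincubated 15 min at room temperature with compound. Then 40 uM arachidonic acid was added, 30 min. Hydroperoxide was read by Fe-XO absorbance ratio 573/405 nm.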
ERG-DNA inh = qHTS for Small Molecule Inhibitors of the ERG Ets/DNA interaction. Transcriptional regulator ERG (Homo sapiens), P11308. fluorescence polarization, His-ERG Ets domain / labelled DNA. Potency, µM (series often up to 76.9 µM), inactives show at the highest dose FP activity, negative = inhibition, most hits filed as inhibitors. 0.028% of 370,000 active. AID 624246, 2012; active = well fitted inhibition curve with a large enough effect in the polarisation, with a control signal flat; inconclusive = small, poorly fitted or top-dose-only effect, or effect the other way, or a change in a side signal; inactive = no such curve, though single readings can be large or run the other way; the % refers to the polarisation;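 note: polarization taken with two DNA probes labelled with fluorescein and Texas red; potency is the fitted concentration of half-maximal effect; % of control where 0% means no effect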
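His-tagged ERG Ets domain (1 uM in the protein solution; 300mM KCl, 50mM Tris-HCl, 1mM EDTA, 1mM DTT, pH 7.5) received compound, then a probe mix of 5 nM fluorescein-DNA and 100nM Texas-615-DNA. Fluorescence polarization was read for both dyes.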
Pol eta inh = qHTS for Inhibitors of Polymerase Eta; DNA polymerase eta (Homo sapiens), Q9Y253; recombinant Pol eta, fluorescent DNA replication assay; Potency, µM (top dose mostly 114 µM), without a hit: at the highest dose activity change, negative = inhibition, usual class: inhibitors; 1.2% of 390,000 active; AID 588591, 2011; note: potency is the fitted concentration of half-maximal effect; % is set by controls: 0 for no effect and ±100 for the full control effect
Target sequence (Q9Y253 whole entry, looked up): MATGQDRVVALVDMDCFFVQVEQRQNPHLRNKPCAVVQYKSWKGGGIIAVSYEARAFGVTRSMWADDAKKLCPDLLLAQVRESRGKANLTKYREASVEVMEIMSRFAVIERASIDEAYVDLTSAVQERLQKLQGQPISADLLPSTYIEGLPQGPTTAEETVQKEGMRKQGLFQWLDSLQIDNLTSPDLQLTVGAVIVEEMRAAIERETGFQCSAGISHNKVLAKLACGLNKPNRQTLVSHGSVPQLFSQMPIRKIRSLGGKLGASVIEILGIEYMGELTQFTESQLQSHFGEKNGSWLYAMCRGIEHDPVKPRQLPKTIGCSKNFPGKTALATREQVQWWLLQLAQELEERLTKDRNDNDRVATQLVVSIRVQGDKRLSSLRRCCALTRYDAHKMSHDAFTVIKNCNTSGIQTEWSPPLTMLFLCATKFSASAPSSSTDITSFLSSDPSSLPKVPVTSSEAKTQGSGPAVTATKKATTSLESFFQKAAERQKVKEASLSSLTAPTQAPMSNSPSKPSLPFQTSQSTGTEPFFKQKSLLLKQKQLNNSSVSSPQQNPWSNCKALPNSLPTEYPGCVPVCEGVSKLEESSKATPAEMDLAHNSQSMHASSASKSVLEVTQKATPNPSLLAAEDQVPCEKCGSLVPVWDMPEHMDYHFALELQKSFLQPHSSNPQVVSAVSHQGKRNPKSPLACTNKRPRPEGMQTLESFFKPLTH
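Pol eta at 10 nM preincubated with compounds 15 min at room temperature; reaction started with fluorescent substrate (50 nM final) and read kinetically at 0 and 10 min.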
RGS4 inhibitor = Inhibitors of Regulator of G Protein Signaling (RGS) 4: qHTS; Regulator of G-protein signaling 4 (Homo sapiens), P49798; Transcreener GDP fluorescence polarization, RGS4-accelerated GTP hydrolysis; 0.039% of 390,000 active; Potency, µM (top dose mostly 114 µM), for inactives: at the highest dose activity change, negative = inhibition, hits mostly inhibitors; note: potency is the fitted concentration of half-maximal effect; % is set by controls: 0 for no effect and ±100 for the full control effect; nearly all actives have a fitted effect of over 75% in size; some results filed as inactive show a strong effect at the top dose
Target sequence (P49798 whole entry, looked up): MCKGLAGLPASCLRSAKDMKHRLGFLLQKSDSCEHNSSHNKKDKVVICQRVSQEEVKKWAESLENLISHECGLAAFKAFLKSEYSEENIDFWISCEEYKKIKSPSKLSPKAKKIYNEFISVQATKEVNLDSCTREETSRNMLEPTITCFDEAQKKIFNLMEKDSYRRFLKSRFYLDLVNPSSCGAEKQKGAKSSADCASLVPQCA
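MLSMR compounds (23 nl, pin-transferred) preincubated 10 min at room temperature with a 500nM (2x) first reagent, then RGS4 at 900nM (2x) plus Transcreener GDP mix added; fluorescence polarization (620/688 nm) read before and after 90 min at 30 °C.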
Pol kappa inh = qHTS for Inhibitors of Polymerase Kappa. DNA polymerase kappa (Homo sapiens), Q9UBT6. purified Pol kappa, fluorescent DNA synthesis assay, 10 min. Potency, µM (series often up to 107 µM), for inactives: at the highest dose activity, negative = inhibition, hits mostly inhibitors. 0.53% of 400,000 active. AID 588579, 2011; note: potency is the fitted concentration of half-maximal effect; % is set by controls: 0 for no effect and ±100 for the full control effect
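Pol kappa 10 nM + cpd, 15 min RT; start w/ substrate 50 nM final; fluorescence kinetic read, 0 and 10 min. Neg ctrl: buffer, no enzyme.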
APE1 inh = qHTS Assay for Inhibitors of the Human Apurinic/apyrimidinic Endonuclease 1 (APE1); Potency, µM (series often up to 65.8 µM), without a hit: at the top dose activity change, negative = inhibition, hits mostly inhibitors; AID 2517, 2012; recombinant APE1, TAMRA/BHQ-2 abasic DNA cleavage fluorescence; 0.35% of 350,000 active;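 note: potency is the fitted concentration of half-maximal effect; plate controls were vehicle for no effect and reference inhibitor for full effect; nearly all actives have a fitted effect of over 55% in size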
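APE1 at 0.75 nM final was preincubated with compound 15 min at room temperature, then 50 nM double-stranded THF abasic-site substrate (5'-TAMRA/3'-BHQ-2) was added. Fluorescence (ex 525/em 598 nm) was read kinetically; third-minus-first read gave activity.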
LDHA block = qHTS assay for inhibitors of human lactate dehydrogenase | L-lactate dehydrogenase A chain (Homo sapiens), P00338 | purified LDHA, NADH/diaphorase-resazurin fluorescence; hits give low values | activity change, % (values are at about 110 or 230 µM) | 0.15% of 480,000 active; in the data active = activity change below about -30%; inconclusive = mostly about -25% to -30%;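 note: plate controls were DMSO wells for no effect and wells without enzyme for full effect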
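Remaining NADH was detected by diaphorase (0.133 mg/mL) converting 37 µM resazurin to fluorescent resorufin, read at 0 and 20 minutes. The preceding 5-minute room-temperature reaction used 2 nM LDHA, 0.2 mM sodium pyruvate and 0.06 mM NADH at pH 7.4.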
The depositor's hits bear a star; ? = inconclusive; / = not tested or not shown; & = joins results of further samples; [ ] = another dose, or the depositor's remark. Unless noted, calls come from the whole dose curve; as a rule, active = well fitted curve in the direction sought with a large enough effect; inconclusive = small, poorly fitted or top-dose-only effect, or another doubt; inactive = no such curve, though single readings can be large; an effect the other way counts as inactive or inconclusive.

SMILES	Apoferritin bind	POLB inh	12-LOX inh	ERG-DNA inh	Pol eta inh	RGS4 inhibitor	Pol kappa inh	APE1 inh	LDHA block
O=C(NC1CC1)C1=C[C@@H](c2c[nH]c3ccccc23)C[C@@H](OCc2ccc(CO)cc2)O1	0%	3%	?	21%	-2%	-6%	-13%	0%	8
O=C(NC1CC(=O)N(c2ccc3c(c2)OCCO3)C1)N1CCC(O)CC1 (centres undefined)	/	/	16%	7%	-7%	11%	-6%	14%	-7
CCCCCn1c(CN2CCN(CCO)CC2)nc2c1c(=O)n(C)c(=O)n2C	1%	-2%	-4%	4%	-6%	2%	11%	6%	3
CCOC(=O)CSc1n[nH]c(NC(=O)CC)n1	3%	12%	-4%	1%	-1%	35%	-1%	0%	-7
CCCCN(CC)CCNC(=O)Cn1cnc2sc(C)c(S(=O)(=O)N3CCN(c4ccccc4OC)CC3)c2c1=O	0%	40%	?	4%	-11%	20%	-4%	/	-8
COC(C[C@H](O)CC(=O)[C@@H](C)OCc1ccccc1)OC	/	/	-16%	-12%	-9%	5%	4%	/	-6
COc1ccc(C(C)(C)NC(=O)C2CCC(=O)N(CCCN3CCCC3=O)C2)cc1 (centres undefined)	-3%	23%	6%	-4%	-12%	-5%	10%	52%[activator]	-2
CN(C)CCCN(C(=O)COc1ccc(Cl)cc1)c1nc2ccc(F)cc2s1	-12%	3%	?	-5%	9%	27%	-19%	9%	2&-1
CN(C)CCCNc1ccc(-c2cc(Nc3cccc(Cl)c3)ncn2)cn1	-7%	?	-23%	0%	-16%	-13%	-4%	-4%	-3
COc1ccc(CCNC(=O)C2CCCN2C(=O)Nc2cccc(C(C)=O)c2)cc1OC (centres undefined)	6%	7%	0%	9%	10%	-11%	-6%	4%	-5
CC(=O)Nc1ccc(-c2csc(N/N=C(/C)c3ccccc3)n2)cc1	2%	-11%	?	19%	-6%	-53%	-2%	-4%	5
CS(=O)(=O)N(Cc1ccc(Cl)cc1)c1ccc(C(=O)NCc2ccccn2)cc1	-6%	35%	-9%	-29%	-5%	1%	-1%	5%	0
O=C(COc1ccccc1Br)NC(=O)NC1CCCC1	/	/	-25%	-6%	-5%	5%	-15%	-15%	-9
COc1ccc(CC(=O)n2[nH]c(=O)cc(C)c2=O)cc1OC	-3%	-17%	0%	1%	-14%	-51%	1%	-3%	-2
CCc1nnc(NC(=O)C(C)N2C(=O)C3C4C=CC(C4)C3C2=O)s1 (centres undefined)	-7%	18%	0%	9%	5%	-2%	-4%	-2%	-3
O=C(c1cnc(Cl)c(Cl)c1)N1CCN(S(=O)(=O)c2ccc3ccccc3c2)CC1	/	/	?	-3%	-13%	-15%	-7%	2%	-4
O=C(NCCCO)/C(=C\C=C\c1ccccc1)NC(=O)c1ccccc1Cl	-1%	22%	-22%	-5%	-10%	31%	-8%	20%	-8
O=C(CSc1nc2ccccc2c(=O)n1Cc1ccc(C(=O)NC2CC2)cc1)NCc1ccco1	3%	79µM*	-18%	12%	?	12%	-34%	-4%	0
O=C(O)CSc1cc(NS(=O)(=O)c2ccc(Cl)cc2)c2ccccc2c1O	0%	79µM*	2.8µM*	-6%	20µM*	?	-18%	60%[activator]	48
Cc1onc(-c2ccccc2)c1C(=O)Nc1sc2c(c1C(N)=O)CCC2	-20%	?	-19%	4%	?	-19%[56.9 µM]	?	9%	-4
CCn1ccc2c(OCC(=O)Nc3ccc(OC)cc3OC)cccc2c1=O	-7%	1%	-18%	4%	-6%	8%	-10%[60.1 µM]	/	-9
CSCCC(NC(=O)c1ccccc1Cl)C(=O)N1CCN(c2ccccn2)CC1 (centres undefined)	/	/	0%	-1%	-21%	0%	-1%	/	-5
O=C1CCN(c2ncccc2[N+](=O)[O-])CC1	-6%	7%	?	8%	-3%	7%	-2%	1%	-4
Cc1ccc(-n2nnnc2SCC(=O)NC2CCS(=O)(=O)C2)c(C)c1 (centres undefined)	/	/	1%	-9%	-6%	0%	-11%	-1%	-14
Cc1cccc(NC(=O)CCS(=O)(=O)c2ccccc2)c1	63%[activator]	46%	?	2%	-17%	0%	-2%	3%	-5

Some of the entries so far, with bars between the fields.
mol | Apoferritin bind | POLB inh | 12-LOX inh | ERG-DNA inh | Pol eta inh | RGS4 inhibitor | Pol kappa inh | APE1 inh | LDHA block
CCCCN(CC)CCNC(=O)Cn1cnc2sc(C)c(S(=O)(=O)N3CCN(c4ccccc4OC)CC3)c2c1=O | 0% | 40% | ? | 4% | -11% | 20% | -4% | / | -8
COC(C[C@H](O)CC(=O)[C@@H](C)OCc1ccccc1)OC | / | / | -16% | -12% | -9% | 5% | 4% | / | -6

Part of the list above, reduced to 12-LOX inh, APE1 inh and POLB inh.
SMILES	12-LOX inh	APE1 inh	POLB inh
O=C(O)CSc1cc(NS(=O)(=O)c2ccc(Cl)cc2)c2ccccc2c1O	2.8µM*	60%[activator]	79µM*
CS(=O)(=O)N(Cc1ccc(Cl)cc1)c1ccc(C(=O)NCc2ccccn2)cc1	-9%	5%	35%
COC(C[C@H](O)CC(=O)[C@@H](C)OCc1ccccc1)OC	-16%	/	/
O=C(NCCCO)/C(=C\C=C\c1ccccc1)NC(=O)c1ccccc1Cl	-22%	20%	22%
COc1ccc(CCNC(=O)C2CCCN2C(=O)Nc2cccc(C(C)=O)c2)cc1OC (centres undefined)	0%	4%	7%
COc1ccc(C(C)(C)NC(=O)C2CCC(=O)N(CCCN3CCCC3=O)C2)cc1 (centres undefined)	6%	52%[activator]	23%

Continuation.
SMILES	Apoferritin bind	POLB inh	12-LOX inh	ERG-DNA inh	Pol eta inh	RGS4 inhibitor	Pol kappa inh	APE1 inh	LDHA block
O=C(NCCc1ccc(C(F)(F)F)cc1)C1CCC(=O)N(CCCc2ccccc2)C1 (centres undefined)	-8%	1%	31%[activator]	-8%	-23%	-19%[56.9 µM]	9%	27%	-1
O=C(/C=C/c1ccccc1)N/C(=C/c1ccccc1)C(=O)Nc1ccccc1O	-11%	45%	-8%	2%	1%	2%	-6%	0%	-8
COc1ccc(NC(C)=O)cc1NC(=O)C1(c2cccs2)CCOCC1	3%	7%	-15%	-1%	-4%	16%	-3%[60.1 µM]	/	-5
COc1ccccc1NC(=S)N1CCC(NC(=O)C23CC4CC(CC(C4)C2)C3)CC1	-4%	44%	-14%	-2%	-8%	-11%	-9%	1%	-6
Cc1ccc(NC(=O)CN(C)C(=O)/C=C/c2cccs2)cc1	5%	19%	1%	/	-17%	-37%	-17%	3%	-9
Cc1nc2c3ccccc3nc(NNC(=O)CCC(=O)NCCN3CCN(c4ccccc4)CC3)n2n1	5%	14%	14%	2%	-13%	7%	-1%	3%	-7
CCC(Oc1ccccc1)C(=O)N(C)CC(=O)N(CC(C)C)c1c(N)n(CC(C)C)c(=O)[nH]c1=O (centres undefined)	/	/	10%	-8%	8%	-1%	-3%	6%	-4
COc1ccc(NC(=O)c2ccc3ccccc3c2)cc1NS(=O)(=O)c1ccc(F)cc1	-2%	23%	19%	3%	-4%	-6%	-7%	-9%	3
CCOc1ccc(C2=CSC3=NCCN23)cc1[N+](=O)[O-]	-4%	0%	0%	-7%	-15%	-24%	-3%	61%	-1
COc1ccc(OC)c(N(CC(=O)NCCSCc2ccc(C)cc2)S(C)(=O)=O)c1	-12%	43%	2%	18%	-2%	-39%	-12%	-12%	0
COc1ccc(CCNC(=O)CCc2c(C)nc3cc(-c4ccc(Cl)cc4)nn3c2C)c(OC)c1	12%	-3%	-19%	?	-11%	18%	-11%	/	-4
CC(C)OC(=O)c1cc(C(=O)c2cc(Cl)ccc2O)coc1=N	-21%	-11%	-57%	-5%	-15%	-16%	-7%	-2%	-1
CCC(CC)C(=O)Nc1ccc(C)cc1O	?	11%	-10%	0%	-14%	5%	-1%	6%	-1
Cc1c(C(=O)NC(C)c2ccccn2)oc2c(Cl)cccc12 (centres undefined)	/	/	-6%	-2%	6%	15%	-6%	19%	-6
Cc1ccccc1CNC(=O)CCSCc1cnn(-c2ccccc2)c1-n1cccc1	-6%	-1%	0%	-3%	-17%	-4%	-6%	/	-4
S=C(NC12CC3CC(CC(C3)C1)C2)N1CCCC1	-15%	33%	-10%	11%	-10%	-20%	-3%	6%	-10
COc1ccc(CC(=O)NCC2CCCN(Cc3cc(OC)cc(OC)c3)C2)cc1 (centres undefined)	-9%	23%	5%	-7%	0%	15%	5%	-8%	-10

Reprinted at random: 3 compounds from above, in no set order.
SMILES	Apoferritin bind	POLB inh	12-LOX inh	ERG-DNA inh	Pol eta inh	RGS4 inhibitor	Pol kappa inh	APE1 inh	LDHA block
COc1ccccc1NC(=S)N1CCC(NC(=O)C23CC4CC(CC(C4)C2)C3)CC1	-4%	44%	-14%	-2%	-8%	-11%	-9%	1%	-6
CCOc1ccc(C2=CSC3=NCCN23)cc1[N+](=O)[O-]	-4%	0%	0%	-7%	-15%	-24%	-3%	61%	-1
COc1ccc(NC(C)=O)cc1NC(=O)C1(c2cccs2)CCOCC1	3%	7%	-15%	-1%	-4%	16%	-3%[60.1 µM]	/	-5

Only part of the results is shown; count on the stated rates, not on these rows.
